Screening results as filed in PubChem.
TbREL1 inh: TbREL1 inhibition, primary screen; P86926; TbREL1 RNA ligation, FRET fluorescence; inhibition, % at 9.66 µM; actives 0.49% (n = 89,000); AID 1117264;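 active means inhibition above the mean inhibition across all screened compounds plus 3 SD, cut at about 11% in these data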;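 further: 0% = plate median of test wells and 100% = NSC42067 control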
Target sequence (P86926 whole entry, looked up): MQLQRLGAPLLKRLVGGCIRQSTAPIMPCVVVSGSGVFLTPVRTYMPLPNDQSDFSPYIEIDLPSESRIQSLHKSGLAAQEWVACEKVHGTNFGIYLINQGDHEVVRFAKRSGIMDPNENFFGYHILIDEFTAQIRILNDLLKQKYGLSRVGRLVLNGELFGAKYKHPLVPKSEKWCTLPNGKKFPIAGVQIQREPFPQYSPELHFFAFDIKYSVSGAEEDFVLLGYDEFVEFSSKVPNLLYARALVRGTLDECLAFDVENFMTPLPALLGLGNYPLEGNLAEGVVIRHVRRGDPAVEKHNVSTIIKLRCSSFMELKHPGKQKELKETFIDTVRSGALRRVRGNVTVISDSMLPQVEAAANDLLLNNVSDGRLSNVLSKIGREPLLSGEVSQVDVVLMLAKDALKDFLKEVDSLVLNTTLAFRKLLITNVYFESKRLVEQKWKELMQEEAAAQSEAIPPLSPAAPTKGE
Starred values were filed as active, the others as inactive. Only part of the results is shown; the hit share may differ from the screen's.

SMILES | TbREL1 inh
Cc1cc(C)c(NC(=O)c2ccc3c(c2)C(=O)N(Cc2cccnc2)C3=O)c(C)c1 | 3
CC(=O)N1N=C(c2ccco2)CC1c1cccs1 (configuration not stated) | 0
CCOC(=O)c1c(NC(=O)c2c(-c3ccccc3)noc2C)sc(C)c1-c1ccccc1 | 4
Brc1ccc(COCCc2cn(Cc3ccccc3)c3ccccc23)cc1 | 0
O=C(Cn1cnc2c(cnn2-c2ccc(Cl)cc2)c1=O)NC1CCCCC1 | 5
COC(=O)C[C@H]1c2cc(F)ccc2S(=O)(=O)N1Cc1ccccc1 | -1
OC(COC1CCCCC1)CN1CCN(c2ccccc2)CC1 (configuration not stated) | -2
O=C(NN=Cc1ccc(O)cc1O)c1ccccc1NS(=O)(=O)c1cccs1 | 3
Cc1ccc(OCCn2cnc3ccccc3c2=O)c([N+](=O)[O-])c1 | 0
COc1ccc(NC(=O)N2CCCC(c3nc(-c4ccc(C(C)C)cc4)no3)C2)cc1 (configuration not stated) | -5
CCCC(=O)Nc1ccc(C(=O)/C=C/c2ccc(SC)cc2)cc1 | -1
Cc1ccccc1OCC(=O)N(CC(C)C)c1c(N)n(CC(C)C)c(=O)[nH]c1=O | -2
O=C(Cc1cccc(NC(=O)C2CCCN(C(=O)C3CC3)C2)c1)Nc1cccc(C(=O)N2CCOCC2)c1 (configuration not stated) | 0
CCCCNS(=O)(=O)c1cccc(NC(=O)[C@H]2C[C@H](O)[C@@H](CO)O2)c1 | -1
O=C(CSc1nnc(-c2ccco2)n1Cc1ccco1)c1ccc([N+](=O)[O-])cc1 | 0
C=CCn1c(CCSCc2ccccc2)n[nH]c1=S | -6
COC(=O)Cn1cc(/C=N/NC(=O)c2ccc(C#N)cc2F)c2ccccc21 | -2
Cc1ccc(S(=O)(=O)n2nc(OC(=O)c3c(-c4ccccc4Cl)noc3C)cc2N)cc1 | 2
O=C(NC(=S)N1CCc2ccccc21)c1ccccc1Br | 4
CC(C)Nc1nc(NC(C)C)nc(N(C)C(N)=O)n1 | 8
COc1ccccc1-c1c(C)nn2c(N3CCC(C(N)=O)CC3)cc(C)nc12 | 4
CSc1ccccc1C(=O)NCCOc1cccc(C)c1 | 0
O=C(c1ccc(F)cc1)c1cn[nH]c1-c1ccccc1O | 2
Cc1ccc(NC(=O)NCCCCc2ccccc2)cc1 | 1

The list goes on; the last 5 above are carried over.
SMILES | TbREL1 inh
CC(C)Nc1nc(NC(C)C)nc(N(C)C(N)=O)n1 | 8
COc1ccccc1-c1c(C)nn2c(N3CCC(C(N)=O)CC3)cc(C)nc12 | 4
CSc1ccccc1C(=O)NCCOc1cccc(C)c1 | 0
O=C(c1ccc(F)cc1)c1cn[nH]c1-c1ccccc1O | 2
Cc1ccc(NC(=O)NCCCCc2ccccc2)cc1 | 1
CCN(C(=O)COC(=O)c1ccccc1SCC(=O)NC1CCCCCCC1)C1CCS(=O)(=O)C1 (configuration not stated) | 0
COc1ccc(C(CC(=O)O)NC(C)=O)cc1OC (configuration not stated) | -1
COc1ccc([N+](=O)[O-])c(OC)c1C(=O)NC(=O)Nc1c(F)cc(F)cc1F | 0
CC1=CC(C)(C)N(S(=O)(=O)c2ccc(C)cc2)c2ccccc21 | 2
Cc1cc(C)n(-c2nnc(N3CCN(c4ccc(F)cc4)CC3)nn2)n1 | 0
CC12CCC(=O)N1C(C(=O)Nc1nc3ccc(F)cc3s1)CS2 (configuration not stated) | 6
CCc1c(C(=O)NC2CCCC2)csc1C | 2
CC1CCCN(C(=O)c2cn(-c3ccccc3)nc2-c2cccnc2)C1 (configuration not stated) | -2
CCN(Cc1ccc2c(c1)OCO2)C(=O)CSc1nc(C)nc2sc(C)c(C)c12 | -1
CC1=NN(c2ccccc2)C(=O)/C1=C\c1cc(C)n(C)c1C | -10
Cc1cccc(C)c1OCC(O)CNS(=O)(=O)c1ccccc1C(=O)N1CCOCC1 (configuration not stated) | -3
O=C1CCC(=O)N1c1nc2nc(-c3ccccc3)cc(=O)n2[nH]1 | 1

3 successive compounds out of the list so far, for reference:
SMILES | TbREL1 inh
CC1=NN(c2ccccc2)C(=O)/C1=C\c1cc(C)n(C)c1C | -10
Cc1cccc(C)c1OCC(O)CNS(=O)(=O)c1ccccc1C(=O)N1CCOCC1 (configuration not stated) | -3
O=C1CCC(=O)N1c1nc2nc(-c3ccccc3)cc(=O)n2[nH]1 | 1

(continued)
SMILES | TbREL1 inh
COCCOC(=O)c1[nH]c2c(c1C)C(=O)CC(c1cc(OC)ccc1OC)C2 (configuration not stated) | -3
O=C(Nc1ccccc1C(=O)O)c1cc(S(=O)(=O)N2CCCCCC2)ccc1Cl | -1
Cc1ccccc1NC(=O)NC1(C(=O)NCc2ccco2)CCCCC1 | 0
COCC(=O)N(Cc1cc2ccc(C)cc2[nH]c1=O)c1ccc(C)cc1C | -1
CCOc1ccccc1NC1=C(Cl)C(=O)N(c2ccc(OC)cc2)C1=O | -1
Cc1ccc(CNCc2ccc3c(c2)OCO3)cc1 | 3
CCc1cc(Cn2nc(C(=O)O)cc2-c2ccccc2)on1 | 0
CCn1c(SCC(=O)NN=Cc2c[nH]c3ccccc23)nc2ccccc21 | -1
N#Cc1ccc2ccn(CC(=O)NCc3ccccc3)c2c1 | 7
CC(C)CCn1c(=O)c2ccccc2n2c(=S)[nH]nc12 | -8
Cc1ccc2nc3c(cc(C(=O)NCc4ccco4)c(=N)n3Cc3ccco3)c(=O)n2c1 | -3
CCOC(=O)C(C)Sc1nc(=O)n2cc(C)ccc2n1 (configuration not stated) | 1
NC(=O)CSc1nnc(Cc2csc(Nc3ccc(F)cc3)n2)n1Cc1ccccc1 | 7
Cc1cc(C)c2cc(C#N)c(SCC(=O)NCC3CCCO3)nc2c1 (configuration not stated) | 2
O=C1C=C(NCCOC23CC4CC(CC(C4)C2)C3)C2(CCCCC2)O1 | -4
CCOP(=O)(OCC)C(Nc1cccc(C(F)(F)F)c1)c1ccc(C)cc1 (configuration not stated) | 7
O=C1CCSc2ccc(Cl)cc2N1Cc1ccccc1 | 1
O=C(CSc1nncc(=O)[nH]1)NC1CCCCC1 | 3
COc1cc(C=O)c(Br)cc1OC1CCCC1 | 3
O=C(C1CCCN1S(=O)(=O)c1cccc2ccccc12)N1CCN(c2ccccc2)CC1 (configuration not stated) | -1
COc1cc(N(C)C)c([N+](=O)[O-])cc1C(=O)N1CCN(Cc2ccccc2)CC1 | 1
CN(Cc1ccon1)C(=O)C1CCC(=O)N(Cc2ccc(Cl)cc2)C1 (configuration not stated) | 0
Cc1c(NC(=O)COc2ccccc2Cl)c(=O)n(-c2ccccc2)n1C | 0
CCCCOc1ccc(CSC(CC(=O)O)C(=O)O)cc1 (configuration not stated) | 1
CCCCc1ccccc1NC(=S)NC1CCCC1 | -8
COC(=O)C1=C(C(=O)OC)[C@@H]2N(C)c3ccccc3[C@@]23C[C@@H](C(=O)OC)N(C(=O)c2ccc(Br)cc2)C3=N1 | -3
Nc1sccc1C(=O)NC1CC1 | 1
COc1cccc2cc(C(=O)NCc3ccccc3)c(=N)oc12 | -4
COC(=O)c1ccc(Cn2ccc3ccc(-c4ccc5ccn(Cc6ccccc6)c5c4)cc32)cc1 | 3
CC(C)NC(=O)c1nc2ccccc2s1 | 1
O=C1Cc2ccccc2C(=O)N1 | 9
Cc1c(C(=O)NCCC2=CCCCC2)cccc1[N+](=O)[O-] | 3
CN(C)c1ccc(-c2nc3ncc(Cl)cc3[nH]2)cc1 | -2
COc1cc(C2C(C(=O)c3cc4ccccc4o3)=C(O)C(=O)N2CCN2CCOCC2)ccc1OCCC(C)C (configuration not stated) | 1
CCOC(=O)c1nn(-c2ccccc2)c(=O)cc1OCC(=O)Nc1cc(C)ccc1OC | 0
Cn1c(=O)n(C)c2cc(/C=N/NC(=O)c3ccc(Cl)cc3Cl)ccc21 | 7
Cc1ccc(NC(=O)CCC(=O)OCC(=O)c2ccc(Oc3ccc([N+](=O)[O-])cc3)cc2)cc1C | 3
CN(C(=O)COC(=O)c1cc2ccccc2cc1O)c1ccccc1 | -2
CNc1nc(SCC(=O)Nc2ccc(Cl)c(Cl)c2)nc(N2CCOCC2)n1 | 1
COc1cc(-c2cc(C(=O)N3CCCCCC3)c3ccccc3n2)cc(OC)c1OC | 0
CCOC(=O)c1[nH]c(C)c(/C(O)=C2\C(=O)C(=O)N(CCN(C)C)C2c2ccc(C)o2)c1C (configuration not stated) | 2
CSCC[C@H](NC(=O)NCc1ccccc1F)C(=O)O | -1
CCCn1nc(NC(=O)C2CCCO2)c2cc3cc(C)ccc3nc21 (configuration not stated) | -2
C=CCOc1ccc(CN(C)c2ccc(S(=O)(=O)N3CCN(C)CC3)cc2[N+](=O)[O-])cc1 | -3
Cc1nn2c(C)nc3sc4c(c3c2nc1=O)CC(C)(C)OC4 | -2
COC(=O)CCCCCc1ccc(C(C)=O)s1 | -2
O=C(CSc1nc2ccccc2c(=O)n1-c1ccccc1)N1CCCC1 | -3
COc1ccc(NS(=O)(=O)c2cccc(C(=O)NNC(=O)c3ccc(O)c(Cl)c3)c2)cc1 | -1

By substructure: those above with a nitro group on carbon (seven)
SMILES | TbREL1 inh
Cc1ccc(OCCn2cnc3ccccc3c2=O)c([N+](=O)[O-])c1 | 0
O=C(CSc1nnc(-c2ccco2)n1Cc1ccco1)c1ccc([N+](=O)[O-])cc1 | 0
COc1ccc([N+](=O)[O-])c(OC)c1C(=O)NC(=O)Nc1c(F)cc(F)cc1F | 0
COc1cc(N(C)C)c([N+](=O)[O-])cc1C(=O)N1CCN(Cc2ccccc2)CC1 | 1
Cc1c(C(=O)NCCC2=CCCCC2)cccc1[N+](=O)[O-] | 3
Cc1ccc(NC(=O)CCC(=O)OCC(=O)c2ccc(Oc3ccc([N+](=O)[O-])cc3)cc2)cc1C | 3
C=CCOc1ccc(CN(C)c2ccc(S(=O)(=O)N3CCN(C)CC3)cc2[N+](=O)[O-])cc1 | -3

(listing goes on)
SMILES | TbREL1 inh
COc1ccc2[nH]c(=O)c(CN(CCO)C(=O)c3ccccc3F)cc2c1 | -2
Cc1ccc(OCCNC(=O)c2ccccc2N)cc1 | 1
Cc1cccc(C)c1NC(=O)CN(C)CC(=O)N(C)CC(=O)Nc1ccccc1Br | 0
Cn1c(N2CCC(C(N)=O)CC2)nc2c1c(=O)n(Cc1ccc(Cl)cc1)c(=O)n2C | -4
COc1ccc(/C=C2/SC(=O)N(CC(=O)Nc3cc(C)on3)C2=O)cc1OC | 0
N#CC1(P(=O)(c2ccccc2)c2ccccc2)CCCC1 | -2
C/C(=N\NC(=O)C(O)c1ccccc1)c1cccnc1 (configuration not stated) | 2
COc1ccc(N2C(=O)C(CC(=O)Nc3ccc(F)cc3)N(CCc3cccs3)C2=O)cc1 (configuration not stated) | 1
CCN1CCN(C(c2cccs2)C(C)NC(=O)CC(C)C)CC1 (configuration not stated) | 0
Cc1cc(C)n2nc(SCCC(=O)NCCc3ccccc3)nc2n1 | 1
COc1ccc(NC(=O)CSc2nnc(-c3cccs3)n2C)cc1OC | 1
O=C(c1ccoc1)N1CCN(c2cc(-c3cccnc3)nc3cc(-c4cccc(Cl)c4)nn23)CC1 | 2
Cc1ccc(Cl)cc1NC(=O)c1cc2ccccc2cc1O | -2
COC(=O)COc1ccc(NC(=O)Cn2nc(-c3ccccc3)c3ccccc3c2=O)cc1 | 1
Cc1ccnc2nc(C(=O)OC(C)C(=O)NCc3ccccc3)nn12 (configuration not stated) | 1
O=C1NC[C@@H](CCCCN2C[C@H](Cc3ccc(O)cc3)N(CCC3CCCCC3)C(=O)C2=O)N(CC2CCCCC2)C1=O | 3
O=c1[nH]n2c(=O)c3c([nH]c2c1N=Nc1ccccc1)CCC3 | 3
O=C(c1ccco1)c1cc2c(ccc3ccccc32)oc1=O | 1
COc1ccc(CN2CCC3CC2c2cc(-c4cccc(C)c4)ccc23)cc1 (configuration not stated) | 9
Cn1cncc1C#Cc1c(C=O)n(C)c2ccccc12 | 0
COC(=O)c1ccc2nc(C(F)(F)F)[nH]c2c1 | 4
Cc1cccn2c(=O)c3cc(C#N)c(=O)n(CCCN4CCOCC4)c3nc12 | -1
Cc1nnc2ccc(-c3cccc(NC(=O)c4ccc(Br)o4)c3)nn12 | 2
CCCCN(C(=O)CN1C(=O)C2CCCCC2C1=O)c1c(N)n(Cc2ccccc2)c(=O)[nH]c1=O (configuration not stated) | -3
COC(=O)c1ccc(CN2C(=O)C3CCCCC3C2=O)o1 (configuration not stated) | -2
CC1CN(CCCCOc2ccc(Cl)c3ccccc23)CC(C)O1 (configuration not stated) | -4
CN(CC(=O)Nc1ccc(F)cc1[N+](=O)[O-])C1CCS(=O)(=O)C1 (configuration not stated) | -3
C[C@@H](CO)NC(=O)c1ccc2c3n(nc2c1)-c1ccccc1CO3 | 0
CCC/C(C(=O)NCCO)=C1/c2ccccc2C(=O)N1c1ccccc1 | 0
NS(=O)(=O)c1cccc(NC(=O)COC(=O)Cn2cnc3ccccc32)c1 | 0
CCCCNC(=O)C1CC(c2cccc(F)c2)=NO1 (configuration not stated) | 7
C/C=C/c1cnc2c(c1)C(=O)N([C@H](C)CO)C[C@@H](C)[C@@H](CN(C)C(=O)NC1CCCC1)O2 | -6
COc1cc(OC)cc(C(=O)NCC(=O)NCCN2C(=O)S/C(=C\c3ccc4c(c3)OCO4)C2=O)c1 | 1
COc1cc(NC(=O)COC(=O)C2CC(O)CN2S(=O)(=O)c2ccc(Cl)cc2)c(C)cc1[N+](=O)[O-] (configuration not stated) | -1
CCN1C[C@@H]2[C@@H]3C(=O)N(C)C(=O)[C@@H]3[C@](C)(C1=O)N2C(=O)c1ccc(Br)cc1 | 1
COc1cc(OC)cc(C(=O)Nc2ccc(NC(=O)c3ccco3)c(C)c2)c1 | -3
COC(=O)C1=C(C)OC(N)=C(C#N)C1c1cc(OC)c(OCC(N)=O)cc1Cl (configuration not stated) | 5
O=c1c2cc(Cl)ccc2[nH]c(=S)n1Cc1ccccn1 | -2
CC(O)c1nc2ccccc2n1C/C=C/c1ccccc1 (configuration not stated) | 1
Cc1sc2ncnc(OCC(=O)N3CCN(S(=O)(=O)c4ccccc4)CC3)c2c1C | 0
